HP1b chromo inh: blocks HP1-beta chromodomain binding to methylated histone tails; P83916; AlphaScreen HP1-beta / biotin-H3K9me3 peptide binding; 0.56% of 390,000 active; Potency, µM (highest dose often 114 µM), for the others: top-dose activity change, negative = inhibition, hits mostly inhibitors; further: nearly all actives have a fitted effect of over 70% in size; inactives centre near 23
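AlphaScreen: HP1-beta (50 nM) preformed 30 min with biotin-H3(1-18)K9me3 peptide (50 nM) in PBS pH 7.4, 0.01% Tween-20. Compound added for 30 min at RT, then streptavidin donor/nickel chelate acceptor beads (10 ug/mL) for 30 min.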
TrxR1 inh: blocks rat thioredoxin reductase 1; O89049; recombinant rTrxR1, NADPH fluorescence consumption, selenite substrate; Potency, µM (series often up to 114 µM), inactives show at the top dose activity change, negative = inhibition, usual class: inhibitors; 1% of 390,000 active; AID 588453; further: on the % scale 0 is the no-effect control and ±100 the full control effect; nearly all actives have a fitted effect of over 65% in size
Target sequence (O89049 whole entry, looked up): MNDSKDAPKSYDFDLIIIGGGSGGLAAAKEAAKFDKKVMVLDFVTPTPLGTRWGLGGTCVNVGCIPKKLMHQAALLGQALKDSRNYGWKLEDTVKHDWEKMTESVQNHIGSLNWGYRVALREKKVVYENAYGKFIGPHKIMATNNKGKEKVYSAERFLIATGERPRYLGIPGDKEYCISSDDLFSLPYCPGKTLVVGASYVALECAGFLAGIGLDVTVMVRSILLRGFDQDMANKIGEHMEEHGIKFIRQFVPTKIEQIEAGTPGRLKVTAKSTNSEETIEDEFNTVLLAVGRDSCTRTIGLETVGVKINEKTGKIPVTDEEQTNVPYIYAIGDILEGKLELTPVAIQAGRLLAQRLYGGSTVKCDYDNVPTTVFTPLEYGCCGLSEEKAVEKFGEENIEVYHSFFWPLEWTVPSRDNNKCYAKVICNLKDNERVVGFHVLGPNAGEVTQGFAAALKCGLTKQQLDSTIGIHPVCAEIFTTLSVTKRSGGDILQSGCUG
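Rat TrxR1 (90 nM in the dispensed reagent) was pre-reduced with 400 uM NADPH for 5 min at room temperature, then incubated with compound for 15 min. After 400 uM selenite was added, NADPH fluorescence (Ex 340/Em 450 nm) was followed for 8 min.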
ALOX12 inh: inhibitors of human 12S-lipoxygenase ALOX12. purified 12hLO, xylenol orange hydroperoxide absorbance. Potency, µM (titrated, usually from 108 µM), without a hit: at the top dose activity change, negative = inhibition, actives largely listed as inhibitors. 1.1% of 580,000 active. AID 1671190; further: on the % scale 0 is the no-effect control and ±100 the full control effect
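Hydroperoxide product was detected by ferrous iron/xylenol orange as the 573 to 405 nm absorbance ratio. Arachidonic acid at 40 uM (final) was turned over for 30 min at room temperature by 150 nM human 12hLO, pH 7.0 Hepes buffer, after 15 min compound preincubation.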
JMJD2A Tudor: inhibitors of human JMJD2A Tudor domain | O75164 | AlphaScreen JMJD2A-Tudor / H3K4me3 peptide binding | Potency, µM (highest dose often 114 µM), without a hit: at the top dose activity change, negative = inhibition, hits mostly inhibitors | 4.4% of 390,000 active; further: on the % scale 0 is the no-effect control and ±100 the full control effect; nearly all actives have a fitted effect of over 50% in size
ERG-DNA inh: ERG Ets/DNA interaction inhibition. fluorescence polarization, His-ERG Ets domain / labelled DNA. 0.028% of 370,000 active. Potency, µM (doses to about 76.9 µM), without a hit: at the highest dose FP activity, negative = inhibition, actives largely listed as inhibitors; active means well fitted inhibition curve with a large enough effect in the polarisation, with a control signal flat; inconclusive means small, poorly fitted or top-dose-only effect, or effect the other way, or a change in a side signal; inactive means no such curve, though single readings can be large or run the other way; the % refers to the polarisation;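 further: polarization taken with two DNA probes labelled with fluorescein and Texas red; % of control where 0% means no effect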
Target sequence (P11308 whole entry, looked up, the tested form may be a part): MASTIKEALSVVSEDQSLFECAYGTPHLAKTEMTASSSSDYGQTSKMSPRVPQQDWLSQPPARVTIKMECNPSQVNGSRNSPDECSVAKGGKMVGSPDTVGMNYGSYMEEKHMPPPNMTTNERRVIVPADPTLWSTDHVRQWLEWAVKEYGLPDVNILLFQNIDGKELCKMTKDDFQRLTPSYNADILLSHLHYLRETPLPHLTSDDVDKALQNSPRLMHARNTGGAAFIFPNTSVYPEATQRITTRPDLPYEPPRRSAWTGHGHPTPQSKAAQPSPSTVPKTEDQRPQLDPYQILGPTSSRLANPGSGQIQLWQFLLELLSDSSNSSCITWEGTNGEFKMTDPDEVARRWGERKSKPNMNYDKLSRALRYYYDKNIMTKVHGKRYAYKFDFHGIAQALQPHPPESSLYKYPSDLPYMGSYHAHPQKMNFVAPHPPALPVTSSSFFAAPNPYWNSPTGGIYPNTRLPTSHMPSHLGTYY
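His-tagged ERG Ets domain (1 uM in the protein solution; 300mM KCl, 50mM Tris-HCl, 1mM EDTA, 1mM DTT, pH 7.5) received compound, then a probe mix of 5 nM fluorescein-DNA and 100nM Texas-615-DNA. Fluorescence polarization was read for both dyes.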
RGS4 inhibitor: blocks human RGS4-accelerated GTP hydrolysis. P49798. Transcreener GDP fluorescence polarization, RGS4-accelerated GTP hydrolysis. 0.039% of 390,000 active. Potency, µM (doses to about 114 µM), for the others: at the highest dose activity change, negative = inhibition, usual class: inhibitors. AID 504845; further: on the % scale 0 is the no-effect control and ±100 the full control effect; nearly all actives have a fitted effect of over 75% in size; some results filed as inactive show a strong effect at the top dose
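MLSMR compounds (23 nl, pin-transferred) preincubated 10 min at room temperature with a 500nM (2x) first reagent, then RGS4 at 900nM (2x) plus Transcreener GDP mix added; fluorescence polarization (620/688 nm) read before and after 90 min at 30 °C.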
GLS inh: inhibitors of human glutaminase (GLS); GLS enzymatic activity, qHTS titration; Potency, µM (highest dose often 45.5 µM), inactives show at the highest dose activity change, negative = inhibition, actives largely listed as inhibitors; O94925; 0.21% of 410,000 active; further: on the % scale 0 is the no-effect control and ±100 the full control effect
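Enzyme dispensed in phosphate buffer (45 mM, pH 8.2, 0.02% Tween-20), compounds pinned in, then 1 mM L-glutamine solution and the glutamate oxidase–HRP–Amplex Red mix added; fluorescence read immediately and again after 30 min at room temperature.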
PGK inhibitor: inhibitors of T. brucei phosphoglycerate kinase. 0.043% of 380,000 active. P07378. AID 602233. Potency, µM (doses to about 57.5 µM), inactives show top-dose activity change, negative = inhibition, most hits filed as inhibitors. PGK/GAPDH coupled, Kinase-Glo luminescence, 60 min; further: on the % scale 0 is the no-effect control and ±100 the full control effect; nearly all actives have a fitted effect of over 60% in size
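Luminescent ATP detection (Kinase-Glo Plus) follows a 60-minute room-temperature incubation, with wells lacking PGK as controls. Buffer: 100 mM TEA (pH 7.6), 5 mM MgCl2, 0.01% Tween-20. Coupling enzyme GAPDH (100 nM final) supplies unstable 1,3-BPG in-well.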
Pin1 inh: human Pin1 inhibition; Q13526; Pin1 FP peptide displacement, HiFluor488, 10 min; Potency, µM (series often up to 115 µM), inactives show top-dose activity, negative = inhibition, most hits filed as inhibitors; 0.009% of 390,000 active; AID 504891; active means well fitted inhibition curve with a large enough effect in the polarisation, with a control signal flat, not every such curve was filed as active; inconclusive means small, poorly fitted or top-dose-only effect, or effect the other way, or a change in a side signal; inactive means no such curve, though single readings can be large or run the other way; the % refers to the polarisation; further: on the % scale 0 is the no-effect control and ±100 the full control effect
* marks the source's active call; other numbers are inactive results; i = inactive; ? = inconclusive; & = joins results of further samples; [ ] = dose if it differs, or a comment. Unless noted, the call rests on the fitted dose curve; in most records, active means well fitted curve in the direction sought with a large enough effect; inconclusive means small, poorly fitted or top-dose-only effect, or another doubt; inactive means no such curve, though single readings can be large; an effect the other way counts as inactive or inconclusive. Potency means the concentration at half of the fitted maximal effect.

canonical_smiles | HP1b chromo inh | TrxR1 inh | ALOX12 inh | JMJD2A Tudor | ERG-DNA inh | RGS4 inhibitor | GLS inh | PGK inhibitor | Pin1 inh
Cc1cccc(OC(C)C(=O)Nc2cc(S(=O)(=O)N3CCCCC3)ccc2C)c1 (centres undefined) | 25% | 11% | -44% | -4% | 9% | -11% | 5% | 0% | ?
Cc1ccc(O)c(-c2n[nH]c3c2C(c2ccccc2F)N(Cc2ccco2)C3=O)c1 (centres undefined) | -10% | 17% | -18% | ? | 6% | 21% | 8% | -9% | 2%
CCOC(=O)c1c(NS(=O)(=O)c2cccc(OC)c2)sc2c1CCC2 | 13% | ? | -13% | ? | 6% | -42% | 13% | 0% | 1%
Cc1ccc(S(=O)(=O)N2CCOCC2)cc1C(=O)N1CCN(S(=O)(=O)c2cccc(F)c2)CC1 | 69%[activator] | 14% | 17% | -4% | 2% | -7% | -1% | i | 3%
Cc1ccc(C(=O)N2c3nc(-c4ccco4)nn3C3(CCCCC3)[C@@H]3CCCC[C@@H]32)cc1 | -1% | ? | -4% | -25% | 2% | -39% | 6% | i | 29%
CCOC(=O)Cc1csc(NC(=O)CCC(=O)O)n1 | 24% | 17% | 32%[activator] | -2% | -10% | 2% | -3% | -1% | -8%
Cc1ccc(CCNC(=O)C2CCCN(c3ncnc4c3nc3n4CCCCC3)C2)cc1 (centres undefined) | 67%[activator] | 11% | 4% | -15% | -11% | -5%[56.9 µM] | -1% | -3% | -2%
Cc1ccc(C(=O)Nc2ccccc2C(=O)NCc2ccco2)cc1 | 29% | -24%[11.4 µM] | -12% | -16% | -1% | -1% | -1% | i | -1%
C#Cc1cccc(NC(=O)c2ccc(Cl)cc2Cl)c1 | 50%[activator] | 37%[activator] | 4% | 15% | -8% | 11% | 0% | -9% | 6%
CCCCN(CC)Cc1ccc(CNC(=O)Nc2ccccc2)o1 | 12% | ? | -24% | -4% | -4% | 14% | -2% | 11% | 0%
CCSc1nsc(NC(=O)Nc2ccccc2Cl)n1 | 83%[activator] | 16% | 0% | 2% | -5% | -28%[56.9 µM] | -3% | -6% | -1%
COc1ccc(S(=O)(=O)N2CCC(NC(=O)Nc3ccc(C)cc3)CC2)cc1 | 41%[activator] | -7% | 0% | -12% | 1% | -28% | -6% | -4% | -3%
CCN(CC)Cc1ccccn1 | 15% | -4%[57.1 µM] | ? | -20% | -5% | -8% | 23% | -3% | -2%
CCOc1cc(C(C(=O)NCC2CCCO2)N(C(=O)Cn2nnc3ccccc32)c2ccc(NC(C)=O)cc2)ccc1O (centres undefined) | 37%[activator] | ? | 3% | 4% | -10% | 7% | -24% | 5% | 9%
C/C(=N\OCc1ccccc1C#N)c1cc2ccccc2o1 | 8% | 6%[57.1 µM] | -12% | -7% | -12% | -23% | 5% | -7% | -2%
CCOc1ccc(CCNC(=O)CN2CCN(Cc3ccc(Cl)cc3)C2=O)cc1OCC | 32% | 2% | -3% | -6% | -4% | -31% | 7% | -8% | -3%
CCCCN(CCCC)C(=O)c1cn(CC)c2cc(N3CCN(C)CC3)c(F)cc2c1=O | 13% | 18%[57.1 µM] | 11% | -8% | 9% | 4% | 2% | -6% | -8%
COc1ccc(NC(=O)Cn2c(=O)n(-c3ccc(C)c(C)c3)c(=O)c3c(C)c(C)sc32)cc1 | 51%[activator] | 9% | 9% | 1% | 3% | -17% | 1% | -5% | ?
Cc1cc(NCCCn2ccnc2)n2nc(-c3ccc(Cl)cc3)cc2n1 | 4% | 9% | -1% | ? | -2% | -2% | 3% | -6% | 0%
COc1ccc(S(=O)(=O)NCCCN2CCOCC2)cc1F | 22% | -19% | 17% | -10% | ? | 10% | -13% | 5% | 4%
Cc1ccc(OCc2cc(C(=O)N3CCC(C(O)C(C)C)CC3)no2)cc1C (centres undefined) | 36% | 15% | -25% | -5% | -9% | -6% | -10% | -1% | -6%
CCN(CC)S(=O)(=O)c1ccc(C(=O)OCC(=O)N2CCOCC2)cc1 | 24% | 10% | -12% | -7% | -7% | -36% | 3% | -7% | 6%
O=C(CCS(=O)(=O)c1cccc2nonc12)Nc1ccc(F)cc1F | 26%[57 µM] | -20%[57.1 µM] | -7% | -12% | 0% | -26% | 1% | i | -9%
O=C(OCC(=O)N1CCCC1)c1ccc(Cl)c([N+](=O)[O-])c1 | 40%[activator] | 4% | -12% | -5% | 8% | 18% | -4% | -2% | 2%
Cc1ccnc(NC(=O)C2CCN(S(=O)(=O)c3ccc(Cl)c(C(F)(F)F)c3)CC2)c1 | 14% | -3% | -2% | -12% | 0% | 20% | 4% | 4% | 4%
Cc1cccc(NC(=O)C2CCCN2C(=O)OCC(C)C)c1C (centres undefined) | 3% | -2% | -7% | -15% | 5% | -14% | -1% | -8% | -4%
COc1ccc(NS(=O)(=O)c2ccc(F)c(Cl)c2)cn1 | 12% | 3% | ? | -22% | 11% | 2% | 3% | -1% | ?
COCCCNC(=O)CC(C)c1ccccc1 (centres undefined) | 11% | 5% | -13% | -18% | -2% | 13% | 6% | 10% | 5%
O=C(CSCCO)Nc1cc(C(F)(F)F)ccc1Cl | 17% | 18% | 9% | -6% | -2% | -7% | 5% | 0% | -8%
O=C(CCC1CCCC1)N=C1SC2CS(=O)(=O)CC2N1Cc1ccccc1 (centres undefined) | 31% | 2% | 6% | -1% | -20% | 24% | -6% | -10% | -3%
N#CC1(NC(=O)COC(=O)C2CCN(S(=O)(=O)c3ccc4c(c3)OCCO4)CC2)CCCCC1 | 19% | -21% | 5% | -28% | 7% | 22% | 1% | 8% | 10%
CC(C)C(NS(=O)(=O)c1cccc2nsnc12)C(=O)N1CCc2ccccc2C1 (centres undefined) | 10% | 26% | 0% | -11% | -9% | 49% | -2% | -1% | -2%
CN1CCN(CC(O)COc2ccc(Cl)cc2)CC1 (centres undefined) | 5% | -2% | ? | -13% | 5% | -4% | 8% | -2% | -2%
COc1ccc(CN2CCCCC2C)cc1C (centres undefined) | 34% | 20% | 414%[activator] | -10% | 4% | -5% | 10% | -3% | 6%
O=C(N/C(=C/c1ccccc1Cl)C(=O)N1CCOCC1)c1ccccc1 | 43%[activator] | 11% | 342%[activator] | -4% | -12% | -13% | 10% | -5% | 0%
COC(=O)c1ccc([C@H]2Nc3ccc(S(=O)(=O)Nc4cccc(C)c4)cc3[C@H]3C=CC[C@H]32)cc1 | -14% | ? | ? | 35µM* | 4% | -24% | ? | -14% | -7%
COc1ccc(N(C(C)C(=O)NCCSCc2cccc(Cl)c2)S(C)(=O)=O)cc1 (centres undefined) | 25% | 24%[2.29 µM] | -2% | -25% | 4% | -33% | -5% | i | -25%
CC(C)(C)n1c(=O)[nH]c2c(c1=O)CCC2 | 37%[activator] | 20% | 0% | 4% | -2% | 7% | 16% | 4% | -7%
CC(C)c1nn2c(=O)cc(COC(=O)CNC(=O)c3ccccc3)nc2s1 | -1% | -7%[57.1 µM] | 2%&-7% | -10% | 7% | 0% | -11% | -9% | 1%
O=C(NCc1cc(F)ccc1F)C1CCC(=O)N(C2CCCCCC2)C1 (centres undefined) | 27% | 7% | -1% | -14% | -10% | -17% | -3% | 2% | 1%
CSc1ccc(CN2CCC(n3nccc3NC(=O)C3CCOC3)CC2)cc1 (centres undefined) | 24% | 9% | 8% | -9% | -14% | -28% | -13% | -9% | -2%
O=C(Nc1ccc(CN2CCS(=O)(=O)CC2)cc1)c1ccc(F)cc1 | 37% | 33% | 0% | -13% | 11% | -5% | -1% | 0% | 0%
CC(C)Cn1c(=O)c(C(=O)NCc2ccccn2)c(O)c2ccccc21 | 85%[activator] | -4%[57.1 µM] | 24% | 11% | -1% | -33% | 8% | 5% | ?
CCOC(=O)c1c(/N=C/c2ccc(OC)cc2O)sc2c1CCN(C)C2 | ? | -32% | ? | 45µM* | 2% | -18% | 0% | 9% | -3%
COc1ccc(S(N)(=O)=O)cc1C(=O)OCC1CCCCC1 | 31% | 15% | -1% | 4% | 12% | 0% | -9% | 1% | -3%
COc1cc(NC(=O)c2cc3cccc(OC)c3o2)cc(C(=O)Nc2cccc(C(F)(F)F)c2)c1 | 15% | 31%[activator] | -11% | -30% | 10% | -41% | -3% | 0% | 60%[activator]
CC(C)OP(=O)(OC(C)C)C(Nc1ccccc1)c1cccnc1 (centres undefined) | -7% | 2%[57.1 µM] | ? | ? | 7% | ? | -3% | i | 0%
CSc1nnc(Cn2c(=O)sc3ccccc32)n1CCc1ccccc1 | 4% | 3%[57.1 µM] | 54% | ? | 12% | ? | 5% | 5% | -3%
CN1CCN(NC(=O)c2ccc(S(=O)(=O)N3CC4(C)CC3CC(C)(C)C4)cc2)CC1 (centres undefined) | 20% | 5% | -7% | -14% | -4% | 19% | 19% | 2% | 2%
Cc1cc(C)cc(NC(=O)c2oc3ccc4c(c3c2C)C(=O)CC(C)(C)O4)c1 | 35% | 8% | -5% | -9% | -6% | 6% | 0% | -3% | 28%
Cc1nc2cc(NC(=O)NCc3ccco3)ccc2n1C | 15% | 0%[57.1 µM] | -30% | -21% | 4% | 3% | 5% | 8% | -2%
COc1ccc(CC(=O)Nc2ccc(-c3noc(-c4ccc(Cl)cc4)n3)cc2)cc1 | 14% | 18% | -11% | -7% | 6% | 11% | 2% | -9% | 10%
Nc1ccc(C(=O)OCCCc2nc3cc4ccccc4cc3[nH]2)cc1 | 14% | 14% | -5% | -23% | -2% | 3% | 1% | -9% | -1%

Some of the compounds tested; the hit share may differ from the screen's.
